# Compound activity deposited in PubChem by National Center for Advancing Translational Sciences (NCATS).
# B2AR arrestin: beta2AR (human) beta-arrestin recruitment activity; beta-arrestin recruitment to beta2AR, cell-based reporter; Potency, µM (highest dose often 46.1 µM), without a hit: at the highest dose activation, actives largely listed as activators; 330,000 tested, 0.02% active;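 also: potency is read from the fitted curve at half-maximal effect; 0% = DMSO controls and full agonism = EC100 isoproterenol or metaproterenol; nearly all actives have a fitted effect of over 65% in size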
# Target sequence (P07550 whole entry, looked up): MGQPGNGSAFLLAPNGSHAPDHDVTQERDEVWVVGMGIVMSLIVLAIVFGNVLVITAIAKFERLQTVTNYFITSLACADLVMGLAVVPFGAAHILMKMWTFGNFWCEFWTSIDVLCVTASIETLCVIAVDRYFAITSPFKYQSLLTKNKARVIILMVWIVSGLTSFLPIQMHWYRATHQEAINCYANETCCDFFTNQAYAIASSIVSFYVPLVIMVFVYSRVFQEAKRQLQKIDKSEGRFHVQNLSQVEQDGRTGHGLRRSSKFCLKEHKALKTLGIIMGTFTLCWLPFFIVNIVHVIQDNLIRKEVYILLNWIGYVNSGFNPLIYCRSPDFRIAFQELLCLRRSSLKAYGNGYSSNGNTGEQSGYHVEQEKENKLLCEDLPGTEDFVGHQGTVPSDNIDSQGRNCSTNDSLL
# KCNH2 3.1 block: KCNH2 3.1 (human) potassium channel inhibition. U2OS KCNH2 3.1, thallium flux FluxOr; stronger effect = lower value. activity change, % (tested at about 1.8 µM). 340,000 tested, 0.95% active. AID 720553;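 active = maximum activity change below -70%; inconclusive = maximum activity change from -70% to -50%; inactive = maximum activity change above -50%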;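 also: thallium influx rate constant from kinetic fluorescence after stimulation buffer; % is scaled to controls: 0 for no effect and ±100 for the full control effect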
#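 We transduce U2OS cells with the mutant 3.1 virus, culture them overnight, load FluxOr with Red40 quencher for 45 min, then add stimulation buffer and read kinetically for 2 min to derive a normalized rate constant.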
# PKM2 act: activators of human pyruvate kinase M2. 260,000 tested, 0.34% active. Potency, µM (titrated, usually from 57.5 µM), for the others: at the top dose activation, most hits filed as activators. purified PKM2, Kinase-Glo ATP luminescence, activation; response scale: 0% is enzyme alone, no compound. AID 1631. P14618; also: potency is read from the fitted curve at half-maximal effect; % is scaled to controls: 0 for no effect and ±100 for the full control effect; nearly all actives have a fitted effect of over 55% in size
# Target sequence (P14618 whole entry, looked up): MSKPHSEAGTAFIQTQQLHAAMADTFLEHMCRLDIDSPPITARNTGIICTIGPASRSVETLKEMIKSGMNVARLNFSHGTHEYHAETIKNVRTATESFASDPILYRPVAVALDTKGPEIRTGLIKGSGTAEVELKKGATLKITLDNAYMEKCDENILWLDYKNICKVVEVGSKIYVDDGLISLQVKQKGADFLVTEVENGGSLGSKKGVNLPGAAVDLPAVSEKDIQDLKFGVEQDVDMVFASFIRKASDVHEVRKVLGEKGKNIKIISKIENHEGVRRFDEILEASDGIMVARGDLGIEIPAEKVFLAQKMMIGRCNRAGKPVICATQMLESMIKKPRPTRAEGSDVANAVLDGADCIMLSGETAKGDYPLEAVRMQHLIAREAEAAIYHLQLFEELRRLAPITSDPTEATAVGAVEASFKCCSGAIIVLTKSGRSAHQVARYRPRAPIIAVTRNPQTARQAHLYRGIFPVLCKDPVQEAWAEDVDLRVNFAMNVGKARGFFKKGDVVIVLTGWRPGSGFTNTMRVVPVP
#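 ATP formation by purified human PK-M2, quantified via coupled luciferase luminescence after 1 h at room temperature with 0.1 mM ADP and 0.5 mM PEP final.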
# TRPV1 ag: activates the human vanilloid receptor TRPV1; TRPV1-expressing cells, Fluo-8 calcium influx, agonist mode; activation, % at 8.33 µM; 320,000 tested, 0.19% active; AID 540275; in the data active = activation above about 80%; inconclusive = between about 30% and that limit; also: 0% is about no effect
#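 Cells expressing TRPV1 were dye-loaded with Fluo-8 and read kinetically: 10 s baseline, 3 min after compound (agonist portion), then 2 min after EC20 capsaicin (allosteric enhancer portion). Calcium-bound dye fluorescence at 480/520 nm.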
# Coupling enz: inhibits coupling enzyme system, counter-screen for aldolase hits. coupling enzyme system counterscreen, AmpLite Red fluorescence. activity change, negative = inhibition, % at 58.2 µM, hits read low. 290,000 tested, 0.67% active; in the data active = activity change below about -30%; also: % is scaled to controls: 0 for no effect and ±100 for the full control effect
#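 Compounds tested against the coupling enzymes alone at 57.5 uM final; readout was AmpLite Red fluorescence (525/598 nm) after 20 min at RT.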
# Giardia kill: Giardia lamblia killing. AID 540267. 340,000 tested, 0.15% active. activity change, % at 7.66 µM, hits read low. Giardia lamblia trophozoite viability; in the data active = activity change below about -80%; inconclusive = between about -30% and that limit;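 also: parasites exposed to compound for two days anaerobically before the ATP read; % is scaled to controls: 0 for no effect and ±100 for the full control effect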
#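 Luminescent ATP signal served as the viability read-out, measured 15-30 min after adding ATP detection reagent to trophozoites that had been incubated with compounds for 48 hrs at 37 deg C anaerobically at 100 cells/well.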
# GALK inhibitor: galactokinase (human) inhibition; P51570; Purified GALK, Kinase-Glo residual ATP luminescence; Potency, µM (series often up to 57.5 µM), inactives show at the highest dose activity change, negative = inhibition, usual class: inhibitors; AID 1868; 270,000 tested, 0.007% active; also: potency is read from the fitted curve at half-maximal effect; % is scaled to controls: 0 for no effect and ±100 for the full control effect
#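 Galactose (100 uM) and ATP (35 uM) were turned over by 5 nM GALK for 1 h at RT. Kinase-Glo Plus then converted the remaining ATP into a luminescent signal.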
# Menin-MLL TR inh: displaces Texas Red mutant MLL peptide from human menin | O00255 | Menin + Texas Red MLL mutant peptide, fluorescence polarization | Potency, µM (top dose mostly 61.6 µM), inactives show at the top dose FP activity change, negative = inhibition, most hits filed as inhibitors | 270,000 tested, 0.23% active; active = well fitted inhibition curve with a large enough effect in the polarisation, with a control signal flat, not every such curve was filed as active; inconclusive = small, poorly fitted or top-dose-only effect, or effect the other way, or a change in a side signal; inactive = no such curve, though single readings can be large or run the other way; the % refers to the polarisation; also: potency is read from the fitted curve at half-maximal effect; % of control where 0% means no effect; many of its hits are not listed in these tables
# hERG WT inh: blocks the wildtype human KCNH2 potassium channel | Q12809 | U2OS, BacMam KCNH2, thallium flux FluxOr; stronger effect = lower value | activity change, % at 1.84 µM | 340,000 tested, 0.37% active | AID 720551;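 active = maximum activity change below -70%; inconclusive = maximum activity change between -70% and -50%; inactive = maximum activity change above -50%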; also: % is scaled to controls: 0 for no effect and ±100 for the full control effect
#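 U2OS cells were transduced with wild-type KCNH2 virus (2.03 x 10^8 / mL) for 4 h at room temperature, then cultured overnight at 37 C. Thallium flux was read with FluxOr dye. Rate constants were normalized to DMSO controls.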
# MLL CXXC-DNA inh: inhibitors of human MLL CXXC domain-DNA interaction. Q03164. MLL-CXXC / FITC-HOXA9 DNA fluorescence polarization. Potency, µM (titrated, usually from 115 µM), for inactives: at the highest dose activity change, negative = inhibition, most hits filed as inhibitors. 290,000 tested, 0.037% active. AID 2662; active = well fitted inhibition curve with a large enough effect in the polarisation, with a control signal flat, not every such curve was filed as active; inconclusive = small, poorly fitted or top-dose-only effect, or effect the other way, or a change in a side signal; inactive = no such curve, though single readings can be large or run the other way; the % refers to the polarisation; also: potency is read from the fitted curve at half-maximal effect
#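 Fluorescence polarization: 7 uM MLL-CXXC (stock) preincubated 5 min with compounds, then 50 nM fluorescein-HOX-A9 DNA (stock) added; 30 min ambient. Buffer 50 mM Tris-HCl pH 7.5, 50 mM NaCl, 1 mM DTT, 0.05% BSA.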
# USP2a inh: inhibitors of human ubiquitin-specific protease USP2a | O75604 | USP2 core, Ub-CHOP2 coupled fluorogenic reporter, 485/531 | Potency, µM (series often up to 38.3 µM), for inactives: at the highest dose activity change, negative = inhibition, most hits filed as inhibitors | 330,000 tested, 0.01% active;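 also: potency is read from the fitted curve at half-maximal effect; plate controls were DMSO wells for no effect and full inhibition by NEM control for full effect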
#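 Deubiquitinase activity read as fluorescence (485/531 nm) after Ub-CHOP2 cleavage activates the enterokinase reporter on its substrate; USP2 core 10nM, Ub-CHOP2 and substrate 25nM each, 30min compound preincubation then 60min RT; data normalized to NEM, curves fitted.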
# The depositor's hits bear a star; u = inconclusive; x = not tested or not shown; [ ] = remark or other dose. Unless noted, calls follow the shape of the dose curve; as a rule, active = well fitted curve in the direction sought with a large enough effect; inconclusive = small, poorly fitted or top-dose-only effect, or another doubt; inactive = no such curve, though single readings can be large; an effect the other way counts as inactive or inconclusive.
# Values run as follows: Giardia kill	TRPV1 ag	GALK inhibitor	Coupling enz	PKM2 act	B2AR arrestin	KCNH2 3.1 block	hERG WT inh	Menin-MLL TR inh	USP2a inh	MLL CXXC-DNA inh
CCn1cc(C(=O)NCC2CCCO2)c(=O)c2cc(S(=O)(=O)N(C)C3CCCCC3)ccc21 (stereo unspecified)
    -24	24	-1%	3	7%	0.0%	2	0	-4%	0%	1%
Cc1ccnc(NC(=O)CN2C(=O)c3ccccc3C2=O)c1
    -15	1	0%	2	5%	-0.1%	-7	1	13%	3%	1%
CCC1Sc2ccccc2N(CC(=O)NC2CC2)C1=O (stereo unspecified)
    -1	2	-1%	4	-3%	-0.1%	26	-22	1%	1%	8%
CCCCN1C(=O)C(O)(CC(=O)c2ccco2)c2cc(Br)ccc21 (stereo unspecified)
    -2	6	-2%	3	2%	-0.9%	5	-14	-12%	-1%	-4%
CC(c1ccccc1)N1C(=O)c2ccccc2C1O (stereo unspecified)
    22	-4	1%	0	11%	-0.2%	-13	3	-4%	-1%	-1%
C=CC[n+]1c(-c2ccc(Cl)cc2Cl)csc1Nc1ccc(NC(C)=O)cc1
    -14	13	-2%	0	1%	0.0%	-21	4	u	-2%	0%
COc1ccc(CNC(=O)CS(=O)(=O)Cc2nc(-c3cccc(OC)c3)oc2C)cc1
    -4	24	-3%	1	x	0.3%	-15	2	u	3%	32%[activator]
CC(C)c1cc(=O)n2[nH]c(N)nc2n1
    54[activator]	0	0%	-3	-19%	0.2%	11	1	-13%	2%	25%
CC(=O)c1ccc(N2Cc3ccccc3/C2=N\C(=O)Nc2ccc(Cl)cc2)cc1
    12	0	-2%	0	-1%	-1.6%	-15	-19	-8%	0%	1%
Cc1c(CNC2CCCC2)c(C(=O)O)c(C)n1Cc1ccccc1
    -1	1	x	-2	-3%	-0.1%	3	3	5%	2%	7%
COc1cccc(Nc2cc(C)c3ccccc3n2)c1
    -4	1	5%	-5	x	0.4%	-2	1	108%[activator]	1%	u
CCOC(=O)c1ccccc1NC(=O)COC(=O)C1=COCCO1
    8	-2	2%	0	1%	-0.4%	-4	11	-3%	2%	5%
Nc1c(C(=O)N2CCOCC2)sc2nc(N3CCOCC3)c3c(c12)CCCC3
    -26	1	-1%	1	1%	0.9%	8	-1	x	-2%	-1%
O=C(CSc1cccc2cccc(Cl)c12)NC1=NCCS1
    24	21	2%	-7	1%	0.1%	-8	9	u	2%	-2%
N=c1n(Cc2ccc(Cl)cc2)c2ccccc2n1CC(O)c1ccco1 (stereo unspecified)
    -12	2	3%	1	0%	-1.1%	-90*	u	-10%	5%	19%
COc1ccc(C(C(=O)NC2CCCCC2)N(C(=O)Cc2c[nH]c3ccccc23)c2ccccc2)cc1OC (stereo unspecified)
    11	6	0%	-9	0%	-0.1%	-10	1	-13%	-11%	18%
CN1CCC(N(C)C(=O)CNC(=O)c2ccc(C(C)(C)C)cc2)CC1
    19	0	-1%	0	-7%	-0.9%	-1	1	-1%	4%	-6%
COc1ccc(NC(=O)Cn2nnc(C(=O)NCc3ccc(C)cc3)c2N)cc1OC
    10	-1	1%	0	x	-0.1%	-1	-13	18%	3%	6%
Cc1nn(C(C)C(=O)NCCc2cccs2)c(=O)c2nn(-c3ccccc3)c(C)c12 (stereo unspecified)
    -5	1	-4%	x	x	0.4%	-15	-12	x	3%	3%
COCCn1cnc2c1c(=O)n(CC(=O)NN)c(=O)n2Cc1ccccc1
    2	0	-1%	0	x	-0.9%	-11	0	-5%	0%	5%
CC(=O)N1CCN(S(=O)(=O)c2cccc(C(=O)NC3CC3)c2)CC1
    5	-4	x	x	x	-0.9%	11	4	x	0%	x
O=C(CCc1ccccc1)N1CCN(c2ccccc2F)CC1
    8	u	0%	-1	2%	-0.1%	17	-6	-10%	0%	17%
O=C(COc1ccccc1)Nc1ccc(S(=O)(=O)Nc2ccccn2)cc1
    6	5	0%	1	5%	0.1%	17	-14	8%	1%	48%[activator]
Cc1cccc(N(C(=O)CNC(=O)c2ccco2)C(C(=O)NC2CCCC2)c2ccncc2)c1 (stereo unspecified)
    4	0	1%	0	0%	4.0%	2	-7	5%	1%	-3%
CC(C)CC(=O)Nc1cccc(NC(=O)c2ccccc2Cl)c1
    -8	-3	-1%	0	3%	-0.8%	9	1	6%	0%	-5%
Cc1ccc(C)c(C(=O)OCC(=O)Nc2cccc(S(=O)(=O)N3CCCCC3)c2)c1
    -12	3	x	x	x	0.0%	-14	14	x	-4%	x
CON(C)C(=O)CC(CN(Cc1ccccc1)C(=O)OC(C)(C)C)c1ccc(Cl)cc1 (stereo unspecified)
    9	x	x	x	x	3.3%	-2	8	x	-8%	x
Cc1c(Cl)cccc1NC(=O)Nc1ccn(C)n1
    20	12	-2%	3	-3%	0.2%	-4	-6	7%	-1%	0%
O=C(NNC(=O)c1ccc(F)c(S(=O)(=O)N2CCOCC2)c1)c1ccc(Br)cc1
    -21	0	x	x	x	-0.4%	-3	8	x	3%	x
O=C(NC1CCCc2c1cnn2-c1cc(F)cc(F)c1)c1cc[n+]([O-])cc1 (stereo unspecified)
    -7	18	4%	0	-3%	-0.2%	29	1	0%	-1%	6%
COc1ccc(CCNC(=O)Cc2cc(OC)c(OC)cc2[N+](=O)[O-])cc1OC
    -30	-4	0%	3	-1%	0.9%	41	-5	10%	4%	-2%
Cc1ccc(S(=O)(=O)N2CCN(S(=O)(=O)c3ccc(C)cc3)C2c2ccccc2)cc1
    -9	6	-3%	-11	-11%	0.3%	-17	-3	10%	-9%	13%
CSc1ccccc1C(=O)NCCSC(C)(C)C
    3	-2	-1%	1	-9%	-0.1%	-4	-18	4%	1%	2%
CC1CCN(C(=O)c2[nH]cnc2C(=O)Nc2ccon2)CC1
    -11	2	x	x	x	0.0%	13	6	x	0%	x
Cn1cccc1C1CCCN1CC(=O)Nc1ccc(F)c(F)c1F (stereo unspecified)
    u	x	x	x	x	-0.7%	2	0	x	0%	x
CC(C)(C)c1ccc(S(=O)(=O)N2CCN(C(=O)C3=COCCO3)CC2)cc1
    5	3	x	x	x	0.4%	3	6	x	5%	x
COc1ccccc1-c1csc(NC(=O)c2cc(-c3cccs3)nc3ccccc23)n1
    -10	-8	0%	0	0%	-0.3%	14	2	8.9µM*	-4%	11%
Cc1ccc(S(=O)(=O)NCC(=O)NCC(=O)OCC(=O)N2CC(=O)Nc3ccccc32)cc1C
    1	1	12%	0	0%	0.2%	14	x	0%	4%	3%
Cc1ccc(CN2CCC(n3nccc3NC(=O)CCOc3ccccc3)CC2)o1
    -23	1	2%	1	-2%	0.3%	-7	8	-12%	0%	5%
CC1(C)CC(=O)c2sc(N)nc2C1
    -7	-3	3%	-1	0%	-0.3%	14	8	-24%	-1%	1%
NC(=O)NC(=O)COC(=O)c1cccnc1Nc1ccccc1F
    6	6	-2%	2	-1%	-0.5%	0	10	x	2%	-7%
Cc1onc(-c2ccccc2)c1C(=O)c1ccccc1
    2	7	-2%	2	-6%	-0.2%	10	9	x	0%	-6%
CCCNC(=O)Nc1cc(OCC)c(N2CCOCC2)cc1OCC
    -1	-2	2%	-53*	-1%	-0.2%	8	3	-16%	1%	1%
O=C(OC1C2CCC1C1CN(CCc3ccccc3)CC12)c1ccccc1 (stereo unspecified)
    4	u	x	4	-5%	-1.0%	-29	-18	-7%	3%	-5%
COc1ccc(N=Cc2c(C)[nH][nH]c2=O)cc1
    -12	-3	7%	-1	-19%	-0.1%	-13	1	2%	-4%	u
COc1ccccc1C(=O)N1CCNC(=O)C1CC(=O)Nc1ccc(Cl)cc1 (stereo unspecified)
    3	2	-3%	-2	0%	0.0%	-11	8	-15%	9%	-1%
COc1ccccc1C1NC(=O)CCC1[N+](=O)[O-] (stereo unspecified)
    -2	-2	3%	7	x	-0.2%	0	3	-9%	2%	1%
O=C(Nc1ccc(O)cc1C(=O)O)c1ccc2c(c1)C(=O)N(Cc1ccco1)C2=O
    1	7	-5%	9	0%	-0.3%	7	5	u	0%	-3%
O=C(COC(=O)c1ccc(-n2cnnn2)cc1)c1ccc(Br)cc1
    -11	-7	x	x	x	-0.5%	-83*	u	x	-3%	x

# The list is partial; the hit share may differ from the screen's.
